Screening results as filed in PubChem.
OPRM1-OPRD1 inv = inverse agonists of human mu-delta opioid receptor heterodimerization; AID 504357; actives 0.21% (n = 340,000); P35372+P41143; inhibition, % at 9.3 µM; cell-based MOR-DOR heterodimer luminescence, inverse agonism; in the data active = inhibition above about 22%, passing the limit was not always enough;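 note: 0% = cells with DMSO and 100% = wells without cells with DMSO; values of inactives mirror those of a sister screen read the other way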
Arr AP2 block = blocks beta-arrestin peptide binding to AP2 adaptin; FITC-arrestin peptide / GST-AP2 beads, flow cytometry; AP2 beta2 appendage carries R879A mutation; inhibition, % at 10 µM; actives 0.31% (n = 340,000); AID 504490;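 active = inhibition above a set limit, near 3 SD of compounds lacking own fluorescence, cut at about 54% in these data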;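 note: plate controls were DMSO wells for no effect and 5 µM unlabelled arrestin peptide for full effect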
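System: GST-AP2 R879A bound to glutathione beads, E. coli-expressed. Also added: 50 nM FITC-arrestin peptide. Schedule: compound with beads 12 min RT, then probe 1 h RT. Signal: bead flow cytometry, FITC channel. Read-out basis: percent response.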
HTR5A ag ctr = HTR5A agonism, opioid heterodimer counter-screen; P47898; HTR5A agonist assay, luminescence, cell-based; activation, % at 9.3 µM; actives 0.61% (n = 340,000); AID 504692; in the data active = activation mostly above about 9.5%, no sharp cut-off; inactive = mostly below about 7.6%;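 note: 0% = cells with vehicle only and 100% = reference agonist; strong numbers were not always called active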
DSG3 Ab inh = human desmoglein-3 autoantibody binding inhibition. P32926. DSG3-coupled beads, scFv-anti-DSG3-GFP binding, flow cytometry; hits give low values. binding (percent of control), % at 10 µM. actives 0.48% (n = 310,000);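 active = binding more than 3 SD below its plate's average and above zero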;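 note: hits lower antibody fragment binding to DSG3; some compounds called inactive have numbers as strong as hits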
Target sequence (P32926 whole entry, looked up, the tested form may be a part): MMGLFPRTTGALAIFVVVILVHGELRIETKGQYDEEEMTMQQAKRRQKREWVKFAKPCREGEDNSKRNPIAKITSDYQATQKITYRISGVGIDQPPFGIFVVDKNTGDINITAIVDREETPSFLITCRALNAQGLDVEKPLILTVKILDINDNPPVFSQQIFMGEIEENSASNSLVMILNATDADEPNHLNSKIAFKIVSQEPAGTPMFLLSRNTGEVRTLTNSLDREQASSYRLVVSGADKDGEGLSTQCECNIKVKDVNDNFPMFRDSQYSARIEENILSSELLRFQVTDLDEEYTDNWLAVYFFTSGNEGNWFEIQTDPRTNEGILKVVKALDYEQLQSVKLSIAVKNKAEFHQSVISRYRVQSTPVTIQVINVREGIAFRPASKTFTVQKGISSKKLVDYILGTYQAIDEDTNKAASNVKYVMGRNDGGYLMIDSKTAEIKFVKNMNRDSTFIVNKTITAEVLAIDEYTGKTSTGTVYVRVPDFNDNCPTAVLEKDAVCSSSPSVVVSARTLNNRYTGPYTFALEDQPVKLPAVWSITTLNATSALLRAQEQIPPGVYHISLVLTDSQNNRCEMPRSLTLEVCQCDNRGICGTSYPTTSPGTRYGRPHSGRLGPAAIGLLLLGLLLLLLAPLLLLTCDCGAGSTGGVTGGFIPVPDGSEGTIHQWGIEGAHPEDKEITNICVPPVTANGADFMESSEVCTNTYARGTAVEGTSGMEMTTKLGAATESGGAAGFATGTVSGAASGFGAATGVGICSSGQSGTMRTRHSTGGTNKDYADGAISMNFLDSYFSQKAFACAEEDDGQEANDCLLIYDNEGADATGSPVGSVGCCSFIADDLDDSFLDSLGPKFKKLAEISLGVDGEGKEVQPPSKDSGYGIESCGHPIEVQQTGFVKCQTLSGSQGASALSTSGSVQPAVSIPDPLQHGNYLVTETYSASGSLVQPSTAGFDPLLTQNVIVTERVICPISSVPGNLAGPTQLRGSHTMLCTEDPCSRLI
V-ATPase pHluor = regulators of yeast V-ATPase proton transport; response, % at 10 µM; S. cerevisiae, pHLuorin cytosolic pH fluorescence; actives 0.37% (n = 350,000); in the data active = response mostly above about 7.3%, no sharp cut-off; inactive = mostly below about 5.4%; note: actives read high; inactives centre near 0; some compounds called inactive have numbers as strong as hits; reference of the scale not given here
MOR-DOR ag = OPRM1-OPRD1 heterodimerization agonism; cells, luminescence; actives 0.3% (n = 340,000); activation, % at 9.3 µM; P35372+P41143; in the data active = activation above about 18%;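 note: 0% = vehicle-treated cells and 100% = reference agonist; values of inactives mirror those of a sister screen read the other way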
DAGLB inh = blocks human DAGLB lipase activity. inhibition, % at 5.17 µM. actives 0.059% (n = 340,000). Q8NCG7. HEK293T DAGLB membrane lysate, EnzChek fluorogenic substrate; in the data active = inhibition above about 34%;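 note: 0% = enzyme with vehicle and 100% = wells lacking enzyme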
HTR5A inv ag = HTR5A inverse agonism, opioid heterodimer counter-screen; HTR5A cell line, luminescence; actives 0.083% (n = 340,000); AID 504634; inhibition, % at 9.3 µM; P47898; in the data active = inhibition mostly above about 23%, no sharp cut-off; inactive = mostly below about 18%;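 note: 0% = cells with DMSO and 100% = no-cell wells with DMSO; some compounds called inactive have numbers as strong as hits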
PKA-R2B activ = PKA-R2B complex activation | activation, % at 11.4 µM | P22694+P31323 | PKA-R2B holoenzyme dissociation, Cy5-IP20 fluorescence polarization; R2B truncated from residue 108, S112A mutant; 0% DMSO only, 100% 113 µM cGMP | actives 0.079% (n = 340,000);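 active = activation above a cutoff set at the mean over all compounds plus 3 SD, cut at about 18% in these data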;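 note: higher means more holoenzyme dissociation and a rise in polarization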
PKA-R1A act = activates the PKA-R1A holoenzyme complex | activation, % at 11.4 µM | actives 0.083% (n = 340,000) | P00514+P68181 | PKA-R1A dissociation, Cy5-IP20 fluorescence polarization; scaled: DMSO 0%, 113 µM cGMP 100%;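 active = percent activation above the mean of all tested compounds plus 3 SD, cut at about 19% in these data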;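 note: higher means more PKAc released from R1A so a rise in polarization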
The depositor's hits bear a star; nt = no result given; & = joins results of further samples.

1	CC(Sc1nc2ccccc2c(=O)n1C)C(=O)NC1CCCCC1C (configuration not stated)
2	COc1ccc(-c2nc(CN3CCC(C(=O)NCC4CCCO4)CC3)c(C)o2)cc1OC (configuration not stated)
3	COc1ccc(NC(=S)N2CCCC(CO)C2)c(OC)c1 (configuration not stated)
4	COC(=O)[C@H](Cc1ccccc1)NC(=O)Nc1ccc(C)cc1
5	Cc1ccccc1Nc1scc(-c2ccc(Cl)cc2)[n+]1-c1ccccc1C

compound no.	1	2	3	4	5
OPRM1-OPRD1 inv	21	-149	14	3	-12
Arr AP2 block	6	-17	1	-3	6
HTR5A ag ctr	3	2	0	8	-4
DSG3 Ab inh	106	103	83	94	88
V-ATPase pHluor	2	4	0	-1	7
MOR-DOR ag	-4.2	30*	-2.8	-0.5	1.7
DAGLB inh	-4	2	-2	0	-9
HTR5A inv ag	-16	-9	10	10	12
PKA-R2B activ	-3	1	5	-6	11
PKA-R1A act	-7	1	-10	-3	5

6	CC(C)[C@H](NC(=O)c1ccccc1)C(=O)OCC(=O)NCCC1=CCCCC1
7	Cc1nnc(SCC(=O)NCc2ccco2)n1-c1ccc(F)cc1
8	C[C@H](CO)N1C[C@H](C)[C@@H](CN(C)S(C)(=O)=O)Oc2c(NC(=O)Nc3ccc(C(F)(F)F)cc3)cccc2C1=O
9	COc1ccccc1N(C)C(=O)c1cc(S(=O)(=O)N2CCc3ccccc32)cn1C
10	COc1ccc(CN2C(=O)NC3(CCCCCC3)C2=O)cc1F

compound no.	6	7	8	9	10
OPRM1-OPRD1 inv	-3	0	10	0	11
Arr AP2 block	12	0	31	-1	8
HTR5A ag ctr	-3	2	9	-1	1
DSG3 Ab inh	107	nt	107	97	96
V-ATPase pHluor	0	1	0	1	-3
MOR-DOR ag	0.5	0.0	-1.6	0.0	-2.0
DAGLB inh	-4	2	-4	1	0
HTR5A inv ag	11	1	-25	0	-8
PKA-R2B activ	-1	11	-12	2	7
PKA-R1A act	-2	-11	-3	0	-8

11	CCOC(=O)c1cnc2ccc(C)cc2c1NCCN1CCOCC1
12	Cc1ccc(S(=O)(=O)N(C)C)cc1NC(=S)NC(=O)C12CC3CC(CC(C3)C1)C2
13	CCOc1ccc(CCNC(=O)COC(=O)/C=C/c2ccccc2OC)cc1OCC
14	CO/N=C(\C)C(Cc1ccc(Cl)nc1)Cc1ccc(Cl)nc1
15	CN1CCN(C(=O)/C=C/c2cn(-c3ccccc3)nc2-c2ccc3c(c2)OCCO3)CC1

compound no.	11	12	13	14	15
OPRM1-OPRD1 inv	7	-2	-19	9	-7
Arr AP2 block	-13	14	7	-7	-3
HTR5A ag ctr	-4	-1	0	0	5
DSG3 Ab inh	94	86	110	111	104
V-ATPase pHluor	6	-4	6	0	5
MOR-DOR ag	-1.3	0.3	3.0	-2.0	1.4
DAGLB inh	-3	-1	2	-4	0
HTR5A inv ag	15	-9	-13	-1	1
PKA-R2B activ	7	2	-10	-11	6
PKA-R1A act	-3	3	1	6	-1

16	S=c1[nH]nc2n1CCCN2
17	COC(=O)C1=C/C=C\CN(C(c2ccccc2)c2ccccc2)/C=C\1C(=O)OC
18	COc1ccc(C2Nc3ccccc3C(=O)N2Cc2ccco2)cc1CN1C(=O)c2ccccc2C1=O (configuration not stated)
19	Cc1cc(NC(=O)CSc2nc(N)c(NC(=O)c3ccccc3F)c(=O)[nH]2)no1
20	Cc1ccc(S(=O)(=O)N2CCN(CC(=O)N/N=C\c3ccc(Cl)c([N+](=O)[O-])c3)CC2)cc1

compound no.	16	17	18	19	20
OPRM1-OPRD1 inv	9	nt	1&-11	3	6
Arr AP2 block	33	nt	-7&2	12	-8
HTR5A ag ctr	-3	nt	2&5	4	0
DSG3 Ab inh	109	100	99&101	102	106
V-ATPase pHluor	-4	3	0&-3	-3	-1
MOR-DOR ag	-1.8	nt	-0.3&1.9	-0.5	-1.4
DAGLB inh	-3	-1	-3&-1	1	-3
HTR5A inv ag	12	nt	-17&-6	12	11
PKA-R2B activ	0	-4	4&0	0	-4
PKA-R1A act	-6	10	4&-5	-2	-8

21	CCOCCCNC(=O)C1(O)c2cc(Br)ccc2NC(=O)N1c1cccc(OC)c1 (configuration not stated)
22	Cc1cc(C)c2nc(N3CCC(C(=O)NCCCN4CCCCC4)CC3)sc2c1
23	CCCN1CCC(=O)N([C@H](CSc2ccccc2)CC(C)C)CC1
24	O=C(Nc1cccc(C(=O)O)c1)/C(=C\c1ccco1)NC(=O)c1ccc(Br)o1
25	Cc1ccc2cccc(NC(=S)NC(=O)c3ccn(C)n3)c2n1

compound no.	21	22	23	24	25
OPRM1-OPRD1 inv	0	0	9	-5	-3
Arr AP2 block	2	-11	-1	31	-3
HTR5A ag ctr	-4	12	-1	1	0
DSG3 Ab inh	94	nt	104	98	106
V-ATPase pHluor	-3	3	1	9	-4
MOR-DOR ag	0.0	0.0	-2.0	0.7	0.5
DAGLB inh	2	3	3	1	-12
HTR5A inv ag	14	-30	-14	-3	1
PKA-R2B activ	-5	-10	-1	1	0
PKA-R1A act	0	2	-8	5	-6

26	CCCCN(C(=O)CC1CCCC1)c1c(N)n(Cc2ccccc2)c(=O)[nH]c1=O
27	Nn1c(SCC(=O)NC2CCCCC2)nnc1-c1ccccc1F
28	COc1ccc(C(CNC(=O)c2cccn2C)N2CCOCC2)cc1 (configuration not stated)
29	CCOC(=O)N1CCN(C(=O)C(C)NC(=O)c2ccco2)CC1 (configuration not stated)
30	O=C(Nc1ccc(C(=O)O)cc1)Nc1ccc([N+](=O)[O-])cc1

compound no.	26	27	28	29	30
OPRM1-OPRD1 inv	nt	12	14	-9	14
Arr AP2 block	nt	2	3	48	19
HTR5A ag ctr	nt	14	-6	-1	-1
DSG3 Ab inh	104	nt	98	96	98
V-ATPase pHluor	2	3	0	0	-4
MOR-DOR ag	nt	-3.1	-3.2	1.9	-3.1
DAGLB inh	2	-1	3	-3	0
HTR5A inv ag	nt	-35	16	5	3
PKA-R2B activ	-9	2	-5	-7	6
PKA-R1A act	-6	-1	3	0	-5

31	CCN(CC)C(=O)COC(=O)c1cc(-c2ccc(OC)cc2)nc2ccccc12
32	COCC(C)n1c(C)cc(C(=O)CSc2nnc(Nc3ccccc3F)s2)c1C (configuration not stated)
33	O=C(CSCc1ccc(Cl)cc1)N/N=C/c1ccco1
34	Cc1noc(C)c1C(=O)Nc1sc(C)c(C)c1C#N
35	COc1ccc(C(=O)N(C)Cc2nc3ccccc3c(=O)[nH]2)cc1S(=O)(=O)N1CCCC1

compound no.	31	32	33	34	35
OPRM1-OPRD1 inv	-6	8	2	7	5
Arr AP2 block	17	-4	18	-2	2
HTR5A ag ctr	0	-1	3	1	-2
DSG3 Ab inh	83	103	95	101	nt
V-ATPase pHluor	-3	-2	1	-5	0
MOR-DOR ag	1.1	-1.4	-0.3	-1.4	-1.3
DAGLB inh	-4	-4	-1	0	-5
HTR5A inv ag	-50	-39	-9	-11	5
PKA-R2B activ	-10	-2	-3	-17	-3
PKA-R1A act	0	-14	-1	-8	-13

36	O=C(CCCn1c(=S)[nH]c2cc3c(cc2c1=O)OCO3)N1CCN(C2CCCCC2)CC1
37	Cc1ncc([N+](=O)[O-])n1CC(=O)NC(C)(C)C
38	CCN1CCN(c2ccc(S(=O)(=O)N3CCCCC3)cc2NC(=O)/C=C/c2cccc(OC)c2OC)CC1
39	CCOC(=O)c1nnn(-c2nonc2-n2cccc2)c1CN1CCC(C(=O)OCC)CC1
40	COc1cccc(C(=O)Nc2ccc(F)c(F)c2F)c1

compound no.	36	37	38	39	40
OPRM1-OPRD1 inv	-7	-16	16	-21	-4
Arr AP2 block	-3	7	33	1	3
HTR5A ag ctr	-3	-1	5	0	3
DSG3 Ab inh	95	96	113	104	88
V-ATPase pHluor	2	6	-1	-3	-8
MOR-DOR ag	1.5	2.4	-3.8	3.7	0.8
DAGLB inh	5	-1	1	-9	4
HTR5A inv ag	-3	-8	-12	-29	-17
PKA-R2B activ	-9	2	6	-11	1
PKA-R1A act	7	-1	-1	5	-1

The final 3 records of the section above are carried over, then new ones follow:
38	CCN1CCN(c2ccc(S(=O)(=O)N3CCCCC3)cc2NC(=O)/C=C/c2cccc(OC)c2OC)CC1
39	CCOC(=O)c1nnn(-c2nonc2-n2cccc2)c1CN1CCC(C(=O)OCC)CC1
40	COc1cccc(C(=O)Nc2ccc(F)c(F)c2F)c1
41	COc1ccc(N=C2S/C(=C\c3ccc(N4CCOCC4)o3)C(=O)N2CCc2c[nH]c3ccccc23)cc1
42	CCn1c(CNc2ccc(F)cc2)nnc1SCC(=O)Nc1ccccc1OC
43	Cc1cc(C)c(NC(=O)CCCSc2nnc(N)s2)c(C)c1
44	COCCN(C(=O)CSc1nnc(-c2ccccc2OC)o1)c1c(N)n(CC(C)C)c(=O)[nH]c1=O
45	Cn1c(=O)c2c([nH]c(=S)n2Cc2ccc(Cl)cc2)n(C)c1=O

compound no.	38	39	40	41	42	43	44	45
OPRM1-OPRD1 inv	16	-21	-4	-22	-1	24	10	11
Arr AP2 block	33	1	3	-41	9	-12	-4	-11
HTR5A ag ctr	5	0	3	-3	1	2	-1	-4
DSG3 Ab inh	113	104	88	143	99	99	104	104
V-ATPase pHluor	-1	-3	-8	-2	2	0	-3	-4
MOR-DOR ag	-3.8	3.7	0.8	3.9	0.1	-5.3	-2.0	-2.2
DAGLB inh	1	-9	4	-2	0	-1	0	4
HTR5A inv ag	-12	-29	-17	-1	-3	-5	3	-5
PKA-R2B activ	6	-11	1	4	-3	6	-11	-5
PKA-R1A act	-1	5	-1	0	-7	-16	-10	-4

46	CCOc1ccccc1CN1CCN(Cc2cn(C)nc2-c2ccccc2)CC1CCO (configuration not stated)
47	Cc1cc(C)cc(OCC(=O)NN2C(=O)c3ccccc3C2=O)c1
48	CCOC(=O)/C=C1\CC(=O)Nc2cc(C)c(C)cc2N1
49	CC(=O)Nc1cccc(/C(C)=N/NC(=O)c2ccc(NS(=O)(=O)c3cccs3)cc2)c1
50	CCCCCN(C(=O)CCC(=O)OCc1ccccc1C(F)(F)F)c1c(N)n(CCCC)c(=O)[nH]c1=O

compound no.	46	47	48	49	50
OPRM1-OPRD1 inv	-4	-12	5	13	15
Arr AP2 block	54*	6	0	-3	0
HTR5A ag ctr	2	4	-1	-4	0
DSG3 Ab inh	109	97	95	89	108
V-ATPase pHluor	9	-2	-2	1	-2
MOR-DOR ag	0.9	2.5	-0.9	-2.6	-2.6
DAGLB inh	1	-4	-1	0	-2
HTR5A inv ag	-5	-8	-18	12	0
PKA-R2B activ	1	8	4	-4	-5
PKA-R1A act	-6	1	-7	10	-2
